Bioassay records deposited in PubChem BioAssay by National Center for Advancing Translational Sciences (NCATS).
KDM4E inh: qHTS Assay for Inhibitors of Human Jumonji Domain Containing 2E (JMJD2E); Potency, µM (titrated, usually from 57.1 µM), for inactives: at the highest dose activity change, negative = inhibition, most hits filed as inhibitors; actives 1.6% (n = 230,000); Lysine-specific demethylase 4E (Homo sapiens), B2RXH2; JMJD2E catalytic domain, FDH-coupled NADH fluorescence (FDH is formaldehyde dehydrogenase); active = well fitted inhibition curve with a large enough effect, not every such curve was filed as active; inconclusive = small, poorly fitted or top-dose-only effect, or another doubt; inactive = no such curve, though single readings can be large or run the other way;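 also: 0% = wells with enzyme and -100% = buffer wells without enzyme; nearly all actives have a fitted effect of over 50% in size; many of its hits are not listed in these tables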
ALDH1A1 inh: qHTS Assay for Inhibitors of Aldehyde Dehydrogenase 1 (ALDH1A1) | Aldehyde dehydrogenase 1A1 (Homo sapiens), P00352 | Purified ALDH1A1, NADH fluorescence, propionaldehyde substrate | Potency, µM (doses to about 75.3 µM), for the others: at the top dose activity, negative = inhibition, hits mostly inhibitors | actives 7.3% (n = 220,000) | AID 1030, 2008; active = well fitted inhibition curve with a large enough effect, not every such curve was filed as active; inconclusive = small, poorly fitted or top-dose-only effect, or another doubt; inactive = no such curve, though single readings can be large or run the other way;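 also: plate controls were no enzyme wells and a reference inhibitor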
Target sequence (P00352 whole entry, looked up): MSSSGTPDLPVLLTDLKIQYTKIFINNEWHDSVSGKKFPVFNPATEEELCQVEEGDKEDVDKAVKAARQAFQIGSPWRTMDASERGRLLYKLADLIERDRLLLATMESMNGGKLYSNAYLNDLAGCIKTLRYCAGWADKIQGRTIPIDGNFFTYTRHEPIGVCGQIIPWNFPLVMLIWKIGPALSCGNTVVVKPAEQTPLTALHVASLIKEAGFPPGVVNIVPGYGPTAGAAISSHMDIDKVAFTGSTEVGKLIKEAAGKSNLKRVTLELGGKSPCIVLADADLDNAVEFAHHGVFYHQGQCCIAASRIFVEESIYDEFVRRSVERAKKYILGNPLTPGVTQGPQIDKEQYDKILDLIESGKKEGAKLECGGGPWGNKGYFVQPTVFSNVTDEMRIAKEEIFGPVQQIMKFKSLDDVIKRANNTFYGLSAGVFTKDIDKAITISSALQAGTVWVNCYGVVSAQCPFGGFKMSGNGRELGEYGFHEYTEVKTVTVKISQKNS
Tau fibril ThT: qHTS for Inhibitors of Tau Fibril Formation, Thioflavin T Binding | actives 2.1% (n = 270,000) | recombinant tau K18 P301L (four-repeat tau fragment), heparin-induced fibrillization, ThT fluorescence | Potency, µM (doses to about 57.4 µM), inactives show top-dose activity, negative = inhibition, actives largely listed as inhibitors; also: % is scaled to controls: 0 for no effect and ±100 for the full control effect; nearly all actives have a fitted effect of over 55% in size
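Tau K18 P301L fragment (15 uM unlabeled plus 0.24 uM Alexa 594-labeled) in 100 mM sodium acetate pH 7 with compound, fibrillization induced by 20 uM heparin for 6 hr at 37 C. Thioflavin T (30 uM) added, fluorescence read after 1 hr (ex 450, em 510 nm).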
L3MBTL1 inh: qHTS Assay for the Inhibitors of L3MBTL1 | Lethal(3)malignant brain tumor-like protein 1 (Homo sapiens), Q9Y468 | AlphaScreen L3MBTL1–H3K9me1 peptide binding | Potency, µM (top dose mostly 57.1 µM), inactives show at the highest dose activity, negative = inhibition, most hits filed as inhibitors | actives 0.66% (n = 230,000) | AID 485360, 2010; also: % is scaled to controls: 0 for no effect and ±100 for the full control effect; nearly all actives have a fitted effect of over 60% in size
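AlphaScreen assay: L3MBTL1 (50 nM final) was preincubated 30 min at room temperature with biotinylated H3(1-15)K9me1 peptide (75 nM final), then 30 min with library compounds; streptavidin donor and nickel chelate acceptor beads (10 ug/mL final) added, 30 min dark.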
Luc counter: Counterscreen for Luciferase (Kinase-Glo TM) Inhibition | Luciferin 4-monooxygenase (Photuris pensylvanica), Q27757 | Kinase-Glo luciferase, ATP luminescence, 8 min | Potency, µM (titrated, usually from 38.3 µM), for the others: at the top dose activity change, negative = inhibition, hits mostly inhibitors | actives 0.28% (n = 200,000); also: % is scaled to controls: 0 for no effect and ±100 for the full control effect; nearly all actives have a fitted effect of over 60% in size
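Compounds were added to a substrate mix at pH 7.2 (50 mM imidazole, 10 uM ATP, within the enzyme's linear range), followed by Kinase-Glo detection reagent; luminescence was measured after 8 minutes at ambient temperature.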
LMNA splice mod: qHTS Assay for Modulators of Lamin A Splicing; HeLa LMNA splicing GFP/RFP minigene ratio, 48 h; Potency, µM (top dose mostly 46.1 µM), without a hit: top-dose ratio change, negative = inhibition, most hits filed as inhibitors; actives 0.01% (n = 200,000); active = well fitted inhibition curve with a large enough effect in the signal ratio, with a control signal flat, not every such curve was filed as active; inconclusive = small, poorly fitted or top-dose-only effect, or effect the other way, or a change in a side signal; the % refers to the signal ratio; also: % is scaled to controls: 0 for no effect and ±100 for the full control effect
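S3 HeLa stable clones carrying a lamin A-EGFP splicing minigene plus DsRed2 were seeded at 600 cells/well in Opti-MEM with 2% FBS, pin-dosed and incubated 48 h at 37°C. Acumen cytometry (488 nm) gave the GFP/RFP total-intensity ratio.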
SMN2 splice enh: qHTS Assay for Enhancers of SMN2 Splice Variant Expression | actives 2.8% (n = 210,000) | HEK293 SMN2-luciferase splicing reporter, luminescence, 30-36 h | Potency, µM (doses to about 46.1 µM), without a hit: at the top dose activity change, positive = activation, actives largely listed as activators; also: % of control where 0% means no effect; nearly all actives have a fitted effect of over 55% in size
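HEK293 cells carry an SMN2 minigene-luciferase reporter in which exon 7 inclusion puts luciferase in frame. Cells were seeded at 2000 cells/well, attached for 10-12 hours, then exposed to compounds for 30-36 hours at 37C before ONE-Glo luminescence.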
RECQ1 inh: qHTS Assay for Inhibitors of RecQ-Like Dna Helicase 1 (RECQ1); actives 0.54% (n = 240,000); ATP-dependent DNA helicase Q1 (Homo sapiens), P46063; RECQ1 DNA unwinding, red fluorescence kinetic read; Potency, µM (titrated, usually from 57.3 µM), for the others: top-dose activity, negative = inhibition, usual class: inhibitors;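 also: plate controls were vehicle for no effect and no enzyme for full effect; nearly all actives have a fitted effect of over 30% in size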
Target sequence (P46063 whole entry, looked up): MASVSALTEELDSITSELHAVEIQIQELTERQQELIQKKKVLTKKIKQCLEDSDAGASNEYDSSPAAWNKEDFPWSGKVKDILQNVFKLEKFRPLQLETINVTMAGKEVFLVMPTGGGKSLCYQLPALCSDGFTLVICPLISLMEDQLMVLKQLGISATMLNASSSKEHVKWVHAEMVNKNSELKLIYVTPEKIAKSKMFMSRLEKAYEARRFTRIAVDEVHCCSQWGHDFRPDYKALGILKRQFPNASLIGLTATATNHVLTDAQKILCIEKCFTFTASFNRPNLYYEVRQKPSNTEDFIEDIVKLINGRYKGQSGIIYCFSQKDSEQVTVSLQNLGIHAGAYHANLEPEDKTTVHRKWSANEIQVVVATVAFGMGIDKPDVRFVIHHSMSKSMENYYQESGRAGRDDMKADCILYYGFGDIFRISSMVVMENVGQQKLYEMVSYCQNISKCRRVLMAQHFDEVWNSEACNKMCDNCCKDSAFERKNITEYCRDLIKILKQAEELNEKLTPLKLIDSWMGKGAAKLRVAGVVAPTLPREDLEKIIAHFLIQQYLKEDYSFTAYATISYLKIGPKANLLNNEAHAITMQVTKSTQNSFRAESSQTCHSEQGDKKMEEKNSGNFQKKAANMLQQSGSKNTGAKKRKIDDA
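RECQ1T1 50 nM; forked duplex (20 bp + 30-nt ss tails) 200 nM, ATP 2 mM final; pH 8.0, 2 mM MgCl2, 2.5 ug/ml poly(dI-dC); 15 min compound preincubation; discontinuous kinetic read over 2 h at RT.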
* marks the source's active call; other numbers are inactive results; i = inactive; ? = inconclusive; . = not tested or not shown; & = joins results of further samples; [ ] = another dose, or the depositor's remark. Unless noted, calls follow the shape of the dose curve; as a rule, active = well fitted curve in the direction sought with a large enough effect; inconclusive = small, poorly fitted or top-dose-only effect, or another doubt; inactive = no such curve, though single readings can be large; an effect the other way counts as inactive or inconclusive. Potency is read from the fitted curve at half-maximal effect. An excerpt. The share of hits here may be higher or lower than overall.

The line under a structure holds: KDM4E inh | ALDH1A1 inh | Tau fibril ThT | L3MBTL1 inh | Luc counter | LMNA splice mod | SMN2 splice enh | RECQ1 inh
- CNC(=O)CSc1nnnn1-c1ccc(C)cc1C
  0% | 3% | -1% | 1% | 1% | ? | -17% | 9%
- CC1(C)CC(=O)C/C(=N\NC(=O)c2cccs2)C1
  -12% | 5% | -9% | 2% | 2% | 0% | 3% | -2%
- COC(=O)NC1CCC(CC2CCC(NC(=O)OC)CC2)CC1 (configuration not stated)
  3% | -4% | -15% | 4% | -1% | -6% | -19% | -3%
- COC(=O)c1ccccc1NC(=O)N1c2ccccc2Sc2ccccc21
  ? | -6% | -13% | 7% | 0% | ? | -28% | -12%
- Cc1ccc(C(=O)C[n+]2cccc3ccccc32)cc1
  ? | -6% | -20% | 7% | 4% | -2% | -21% | 0%
- CC(=O)c1cc(NC(=O)c2ccc([N+](=O)[O-])cc2)c(=O)oc1C
  -7% | ? | ? | 1% | -1% | ? | 0% | i
- Fc1ccc(C2c3[nH]c4ccccc4c3CCN2Cc2cccn2-c2ncccn2)cc1 (configuration not stated)
  -14% | 10µM* | 8% | 7% | -2% | . | . | 29%
- Cc1cc(Nc2ccccc2F)n2nc(C)nc2n1
  -1% | 4% | 0% | 3% | 1% | 14% | 12% | -14%
- Cc1cc(N2C(=O)CC(C(C)c3ccccc3)C2=O)no1 (configuration not stated)
  6% | 0% | -5% | 3% | 2% | -5% | 6% | -5%
- COc1cccc(SCc2noc(C(=O)NCC3CCCO3)c2C(=O)O)c1 (configuration not stated)
  11% | -9% | 2% | 1% | 4% | 9%[0.0737 µM] | -11% | -9%
- CCOC(=O)C1=C(C)NC(C)=C(C(=O)OCC)C1/C=C/c1ccccc1OC
  ? | ? | -7% | 28% | . | ? | . | -19%
- O=C(Nc1ccc(F)cc1)N1CCn2c(nc3ccccc32)C1
  1% | 4% | -10% | -2% | 3% | -13% | -10% | -13%
- O=C(NC1CCS(=O)(=O)C1)C1CCCCN1S(=O)(=O)c1ccc(Cl)cc1 (configuration not stated)
  8% | ? | ? | 2% | -1% | 0% | -5% | i
- Cc1nc2ccccc2c2c1C(=O)N(CCC1=CCCCC1)C2=O
  0% | ? | -17% | . | 2% | -2% | ? | -8%
- CNC(=S)N/N=C(\C)c1ccc(C)c(C)c1
  -6% | ? | -17% | -6% | 2% | ? | 2% | -3%
- CCCCC1OC23CCCCC2C(C#N)(C#N)C1(C#N)C(=N)O3 (configuration not stated)
  6% | 1.8µM* | 4% | -15% | -8% | -10% | ? | -2%
- Cc1c(C(=O)NCc2ccccn2)oc2ccccc12
  7% | 3% | 0% | . | -3% | -8% | ? | 14%
- COc1cc(S(=O)(=O)NCCCN2CCOCC2)ccc1Cl
  -3% | 6% | -4% | . | -5% | 3% | . | -15%
- Cc1cc(NC(=O)c2cccc(S(=O)(=O)N3CCCCCC3)c2)n(-c2ccccn2)n1
  6% | 1% | -6% | 0% | 5% | 12% | -23% | -9%
- CCc1nc2ccccc2c(C(=O)O)c1C
  -2% | 7% | -3% | . | -4% | -2% | 7% | -10%
- COc1ccc(NC(=O)Cc2nc3ccccc3[nH]2)cc1
  6% | ? | -12% | -8% | -1% | 23% | -5% | 19%
- CN(C(=O)CSc1nc2c(c(=O)[nH]1)CCC2)c1ccccc1
  7% | -12% | 1% | . | 4% | ? | -14% | -6%
- CC(C)[C@H](NC(=O)NCCc1ccccc1)C(=O)O
  3% | 9% | -14% | 3% | 2% | -6% | 6% | -2%
- S=c1[nH]nc(-c2cccc3ccccc23)n1-c1cccnc1
  -15% | . | -4% | 5% | . | . | . | 11%
- COC(=O)c1ccc(CSc2nc3cc(Cl)ccc3s2)o1
  -2% | -11% | -19% | 38%[activator] | 4% | 12% | -11% | -10%
- COc1ccc(CC(=O)NNC(=O)c2cccs2)cc1
  8% | 2% | -1% | -3% | -2% | -11% | -1%[1.84 µM] | -5%
- CCCOC(=O)c1ccc(Nc2cc(C)nc3ncnn23)cc1
  2% | ? | -12% | 0% | 1% | ? | -14% | -11%
- Cc1ccc(-c2nc(CS(=O)CC(=O)NCc3ccccn3)c(C)o2)cc1 (configuration not stated)
  -16% | ? | ? | . | -1% | -10% | -5% | -6%
- C=CCOc1ccccc1CNCCCN1CCOCC1
  -2% | 4% | -2% | 5% | 0% | 6% | 2% | -1%
- CC(C)CNC(=O)CSc1nnc(-c2ccccn2)n1Cc1ccccc1
  9% | -11% | 3% | 3% | -4% | ? | -18% | i
- CCC(=O)Oc1cccc(C(=O)Nc2ccc(-c3nnc(-c4ccco4)o3)cc2)c1
  ? | ? | ? | 1% | -2% | ? | ? | 0%
- COC(=O)[C@@H]1C[C@@H]2CC[C@@H](O)C[C@@H]2N1Cc1ccccc1OS(=O)(=O)c1ccc(C)cc1
  -15%&2% | ? | -3%&-5% | . | -1% | . | -13% | 1%
- Nc1ccc(SCCN2C(=O)c3ccccc3C2=O)cc1
  2% | 1% | -9% | . | 0% | -14% | . | 0%
- CCS(=O)(=O)CCSc1nc2ccccc2s1
  -1% | ? | 2% | 3% | 2% | 0% | -16% | 6%
- CCCOc1cccc(C2/C(=C(/O)c3ccc(F)cc3)C(=O)C(=O)N2CCN(C)C)c1 (configuration not stated)
  -9% | -6% | -7% | 3% | 12% | 5% | 9% | -14%
- c1cc(-c2nnc3n2CCCCC3)ccn1
  3% | 12% | 9% | 4% | 1% | 11% | -7% | -3%
- CC(C)(C)c1nnc(N/N=C/c2ccc(Br)cc2)n(N)c1=O
  -8% | 0% | -17% | -12% | -2% | ? | -5% | -1%
- O=C(CC1C(=O)NCCN1Cc1ccc(-c2ccccc2)cc1)NCc1ccccc1 (configuration not stated)
  -26% | ? | ? | -33% | 6% | ? | . | 8%
- COc1cccc(NC(=O)Nc2cccn(Cc3ccccc3)c2=O)c1
  ? | ? | -11% | -8% | -2% | -7% | -28% | -6%
- CSc1ccccc1Nc1ncnc(N)n1
  -1% | 7% | -1% | -5% | . | . | . | 0%
- Cc1ccc2cc(/C=N/NC(=O)c3ccccc3O)c(Cl)nc2c1
  -3% | 1% | ? | 0% | . | ? | . | -5%
- CN(C)C(=O)c1cc(C(=O)c2ccccc2Cl)c[nH]1
  -6% | 7.9µM* | 3% | -11% | -1% | . | 13% | i
- COc1cc(CN2CCNC(=O)C2CC(=O)NCc2csc(C(C)C)n2)cc(OC)c1 (configuration not stated)
  -19% | ? | -13% | 4% | 1% | -11%[46 µM] | . | -11%
- COc1ccc(NC(=O)C2CCCN(S(=O)(=O)c3c(C)[nH]c(=O)[nH]c3=O)C2)cc1Cl (configuration not stated)
  7% | 3% | ? | 29% | 0% | 15%[46 µM] | 3%&-9% | -3%
- CCCC(=O)Nc1nc(-c2ccccc2)ns1
  2% | -3% | -8% | -5% | -2% | ? | ? | 2%
- COc1cc2c(cc1NC(=O)CN(C)Cc1ccc(OC)c(OC)c1)oc1ccccc12
  ? | ? | -16% | ? | . | ? | . | -11%
- CCOC(=O)Nc1c(C(=O)OC)[nH]c2cccc(OC)c12
  ? | ? | -16% | 5%[11.4 µM] | 1% | -11% | -14% | -2%
- CN(C(=O)c1ccco1)c1nc2c(s1)CCCC2
  -1% | -5% | ? | . | -17% | 19% | 14µM* | -7%
- Cc1ccc(N2C(=O)C3C(C(=O)c4ccccc4)=NN(c4ccccc4)C3C2=O)cc1 (configuration not stated)
  -3% | -7% | 9% | 31%[activator] | -3% | -7% | -11% | -10%
- O=C1CC(c2ccc(O)cc2)Oc2cc(O)cc(O)c21 (configuration not stated)
  -5%&-7%&-13% | -7%&0%&-7% | -16%&-15%&-12% | -3% | 1%&-9%&1% | -1%&-9% | 3%&-8% | -5%&-6%&-11%

Next compounds follow:
The line under a structure holds: KDM4E inh | ALDH1A1 inh | Tau fibril ThT | L3MBTL1 inh | Luc counter | LMNA splice mod | SMN2 splice enh | RECQ1 inh
- CCOc1ccc(N(CC(=O)N/N=C/c2ccc(OC(C)C)cc2)S(C)(=O)=O)cc1
  2% | -4% | -8% | -2% | 1% | 13% | -10% | -3%
- Cc1ccc(NC(=O)CSc2nnc(CCNC(=O)OC(C)(C)C)o2)c(C)c1
  4% | 2% | -9% | . | -4% | -3% | -9% | i
- Cc1ccccc1NC(=O)c1ccc2c(c1)OCCO2
  11% | -1% | -6% | . | -5% | -10% | ? | i
- Cc1[nH]nc2c1-c1nc3ccccc3nc1C(C)(C)C2
  ? | ? | -17% | -2% | 0% | -12% | -68%[inhibitor] | -4%
- CO[C@]1(NC(=O)C2SC(=C(C(N)=O)C(=O)O)S2)C(=O)N2C(C(=O)O)=C(CSc3nnnn3C)CS[C@H]21 (some centres not stated)
  7%[25.5 µM] | 8%[20.9 µM] | . | . | 3%[17.1 µM] | ? | -1%[20.6 µM] | -2%[25.9 µM]
- COc1ccccc1-c1ccc(/C=C2/C=C(C)OC2=O)o1
  ? | ? | ? | -16% | 2% | 5% | -17% | ?
- Cc1ccc(C)n1-n1cnc2sc3c(c2c1=O)CCC3
  9% | 0% | -3% | -2% | -1% | 6% | 3% | i
- COC(=O)c1ccc(/C=N/NC(=O)CC(=O)NCc2cccnc2)cc1
  8% | 7% | -8% | -4% | -6% | -9%[9.22 µM] | -4% | -10%
- COc1ccc(N(CC(=O)Nc2ccc(C(N)=O)cc2)S(=O)(=O)c2ccc(C)c([N+](=O)[O-])c2)cc1
  5% | 4% | -17% | 6% | -1% | . | . | 1%
